Assay outcomes from PubChem BioAssay.
TROY signal inh: inhibitors of TROY-driven NF-kB signaling, primary screen, Q293 LMP1-TROYcd cells, NF-kB luciferase, uHTS | Q293 LMP1-TROYcd NF-kB luciferase reporter, 4 h | inhibition, % at 10 µM | hit rate 0.98% among 360,000;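 active means compounds whose plate-normalised and pattern-corrected inhibition of the luciferase reporter signal at the single screening dose is 50% or more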
Shn3 3UTR inh: reduction of Shn3 3'UTR firefly luciferase signal, primary screen, Schnurri-3 inhibitor project, cell-based, Clone20 osteoblasts, set 2; inhibition, % at 12.5 µM; hit rate 0.52% among 360,000; AID 588674, 2011; Clone20 osteoblast Shn3 3'UTR firefly luciferase, 24 h;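 active means mean inhibition of at least 75% with every replicate also reaching 75%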;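 further: 0% = median of neutral control wells and 100% = pilot-screen positive control compound; some compounds past the cut are filed as inactive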
SRC1 inh: SRC1 coactivator transcriptional activity inhibitors, primary screen, cell-based, luminescence; Nuclear receptor coactivator 1 (Homo sapiens), Q15788; HEK293 GAL4-SRC1 luciferase reporter; inhibition, % at 3.6 µM; hit rate 0.12% among 360,000; AID 588354, 2011;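 active means inhibition above the campaign mean plus 3 SD, with each screening campaign given its own cutoff, cut at about 60% in these data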;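 further: 0% = DMSO treated cells and 100% = gossypol at 36 µM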
LRH-1 inv ag: LRH-1 (NR5A2) inverse agonists, primary screen, cell-based, luminescence, HEK293T, StAR-luciferase reporter | LRH-1 transfected, 24 h | inhibition, % at 3.6 µM | hit rate 0.13% among 360,000;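 active means inhibition above the mean inhibition of all tested compounds plus 3 SD, cut at about 73% in these data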;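 further: 0% = DMSO wells and 100% = reporter-only cells lacking LRH-1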
Target sequence (O00482 whole entry, looked up): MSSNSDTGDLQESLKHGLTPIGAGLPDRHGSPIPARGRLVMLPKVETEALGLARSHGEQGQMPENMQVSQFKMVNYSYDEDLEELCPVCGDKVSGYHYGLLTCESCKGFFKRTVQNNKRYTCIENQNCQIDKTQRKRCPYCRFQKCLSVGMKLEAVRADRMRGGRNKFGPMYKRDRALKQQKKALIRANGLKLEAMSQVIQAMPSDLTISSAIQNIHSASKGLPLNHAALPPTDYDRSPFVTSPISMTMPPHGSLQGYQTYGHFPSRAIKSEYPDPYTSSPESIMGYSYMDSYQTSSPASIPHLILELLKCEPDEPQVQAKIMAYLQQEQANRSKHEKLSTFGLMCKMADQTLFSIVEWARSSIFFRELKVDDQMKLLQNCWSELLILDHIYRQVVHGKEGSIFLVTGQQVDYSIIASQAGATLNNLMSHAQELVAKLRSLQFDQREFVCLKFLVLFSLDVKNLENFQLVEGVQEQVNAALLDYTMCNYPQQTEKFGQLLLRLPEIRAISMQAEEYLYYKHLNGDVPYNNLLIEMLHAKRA
LMP1 NFkB inh: EBV LMP1-driven NF-kappaB luciferase reporter inhibitors, primary screen, cell-based, luminescence, single point | AID 504558, 2011 | inhibition, % at 12.5 µM | LMP1-induced NF-kappaB luciferase reporter cells | hit rate 0.69% among 350,000; in the data active means inhibition above about 41%;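 further: 0% = neutral control wells and 100% = reference inhibitor control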
SRC3 inh: SRC3 coactivator transcriptional activity inhibitors, primary screen, cell-based, luminescence; Nuclear receptor coactivator 3 (Homo sapiens), Q9Y6Q9; HEK293 GAL4-SRC3 luciferase reporter; inhibition, % at 3.6 µM; hit rate 0.17% among 360,000;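 active means inhibition above a per-campaign cutoff, the mean of all compounds plus 3 SD, cut at about 60% in these data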;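 further: 0% = DMSO-treated cells and 100% = gossypol-treated cells at 36 µM; higher means less SRC3-driven luciferase light from the GAL4 reporter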
KKLEB cytotox: cytotoxicity in KKLEB CF airway cells, primary screen, cytotoxicity control for CF NF-kB inhibitor project, cell-based, uHTS, fluorescence assay plates; KKLEB CF airway cells viability, ATPlite luminescence, overnight; hits give low values; cells stimulated with P. aeruginosa culture filtrate; activity change (cytotoxicity), % at 5 µM; hit rate 0.36% among 360,000; AID 602141, 2011;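 active means corrected activity change at or below -50% at 5 µM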
COUP-TFII inh: NR2F2 transcriptional activity inhibitors, primary screen, cell-based, luciferase reporter, HEK293T, luminescence | COUP transcription factor 2 (Homo sapiens), P24468 | AID 686940, 2013 | inhibition, % at 8.6 µM | HEK293T NGFI-A luciferase reporter | hit rate 0.7% among 370,000;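 active means inhibition above a per-plate cutoff, mean inhibition of test wells between control levels plus 3 SD, cut at about 38% in these data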;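 further: cells cotransfected with COUP-TFII expression vector driving the NGFI-A reporter; 0% = median of COUP-TF2 test wells and 100% = reporter-only cells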
Target sequence (P24468 whole entry, looked up): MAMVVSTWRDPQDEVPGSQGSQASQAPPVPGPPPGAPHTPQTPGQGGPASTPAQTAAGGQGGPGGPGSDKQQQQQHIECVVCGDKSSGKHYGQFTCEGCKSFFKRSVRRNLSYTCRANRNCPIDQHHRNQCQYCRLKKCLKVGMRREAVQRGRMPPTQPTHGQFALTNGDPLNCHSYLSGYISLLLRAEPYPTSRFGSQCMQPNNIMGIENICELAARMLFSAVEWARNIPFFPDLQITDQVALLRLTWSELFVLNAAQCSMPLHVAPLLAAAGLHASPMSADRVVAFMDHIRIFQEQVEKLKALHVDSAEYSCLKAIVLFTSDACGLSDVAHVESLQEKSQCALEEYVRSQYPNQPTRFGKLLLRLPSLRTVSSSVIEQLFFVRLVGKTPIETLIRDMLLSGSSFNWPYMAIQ
CF NFkB inh: inhibitors of PAF-induced NF-kB signaling, primary screen, cell-based, GFP fluorescence, uHTS | KKLEB NF-kB-GFP reporter, GFP fluorescence overnight | inhibition, % at 5 µM | hit rate 0.86% among 360,000 | AID 588850, 2011;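 active means at least 50% inhibition at 5 µM, scaled per plate between neutral and stimulator controls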;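 further: PAF is a Pseudomonas aeruginosa culture filtrate used as stimulus; plate controls were PAF-stimulated DMSO wells for no effect and unstimulated DMSO wells for full effect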
TWEAK Fn14 block: inhibitors of TWEAK-Fn14 signaling, primary screen, luciferase reporter cells, uHTS; AID 1159606, 2016; inhibition, % at 10 µM; TWEAK-stimulated Fn14 reporter cells, luciferase luminescence, 8 h; hit rate 2% among 360,000; in the data active means inhibition above about 50%
C8 TRAIL sens: viability loss with TRAIL in NB7+C8 cells, primary screen, TRAIL sensitizer project, cell-based, ATPlite luminescence. inhibition (viability loss, TRAIL sensitization), % at 10 µM. hit rate 1% among 360,000;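 active means compounds causing at least 50% loss of cell viability in the single-dose screen, relative to plate controls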
An asterisk follows results filed as active; / = no result given. This is a subset (hit frequency here may not be typical).

The line under a structure holds: TROY signal inh, Shn3 3UTR inh, SRC1 inh, LRH-1 inv ag, LMP1 NFkB inh, SRC3 inh, KKLEB cytotox, COUP-TFII inh, CF NFkB inh, TWEAK Fn14 block, C8 TRAIL sens
CCCCOC(=O)c1cc(C)nc2ccc(Br)cc12
 : -9, 7, -10, -2, -2, 0, -10, 14, -4, -9, -7
CC(=O)Oc1ccc(-c2ccc(C(=O)OCC(=O)N(C)CC(=O)Nc3ccccc3Cl)cc2)cc1
 : -22, 21, -2, 14, -14, 4, -44, 9, 52*, -15, -6
Cn1c(C(=O)NCc2ccc3c(c2)OCO3)cc2sccc21
 : -26, -7, -1, 10, -2, -1, 9, -9, -8, -11, 2
CC(C(=O)N1CCCCCC1)N(c1ccc(Cl)cc1)S(C)(=O)=O (stereo unspecified)
 : 2, 18, -2, -3, -13, -17, 7, 2, -9, 1, 6
CC(=O)c1csc(-c2ccccc2)n1
 : 3, -8, 2, 8, 3, -14, 2, 0, -1, -13, -3
COc1ccccc1NS(=O)(=O)c1ccc(C(=O)NCc2ccco2)cc1
 : -3, 21, 2, 8, 0, 7, 4, -8, -20, 8, 2
Cc1occc1C(=O)NC1CCCc2ccccc21 (stereo unspecified)
 : 0, -26, 5, -6, 6, -3, 4, 12, -10, 8, 7
CN(CCC1CCCCO1)C(=O)CCc1nnc(CCc2ccccc2)o1 (stereo unspecified)
 : -34, -30, -10, -4, -11, -11, 3, -5, 22, -26, 0
CC(=O)CCc1c(C)c2cccc(C)c2[nH]c1=O
 : -19, -5, -3, 23, 0, -43, -2, -2, 0, -31, 0
O=C(O)Cc1ccc(N=Cc2c(O)ccc3ccccc23)cc1
 : 4, -13, 3, 5, -2, 2, 5, 7, -5, 24, 10
CC1(C(=O)N/N=C/c2ccccc2)CC1(Cl)Cl (stereo unspecified)
 : -14, -40, -1, -12, -2, -24, 0, -22, -4, 1, -18
CCC(=O)NCCc1nc2ccccc2[nH]1
 : 3, 5, -14, 24, -4, 3, 12, -8, -14, 16, -10
O=C(c1ccccc1)C(Nc1ccccn1)c1ccccc1 (stereo unspecified)
 : -4, -9, -11, -16, 11, 8, 0, -12, -13, 1, -21
N#Cc1ccccc1S(=O)(=O)N1CCN(CC(O)COc2ccccc2F)CC1 (stereo unspecified)
 : 3, 4, -2, 17, 1, 3, -1, 7, 13, -19, 0
COC(=O)c1ccc(CSc2nc(N3CCOCC3)c3c(c2C#N)CC(C)(C)OC3)o1
 : 2, 5, -34, 8, -8, 8, -13, -30, 2, 23, 1

Other records follow:
The line under a structure holds: TROY signal inh, Shn3 3UTR inh, SRC1 inh, LRH-1 inv ag, LMP1 NFkB inh, SRC3 inh, KKLEB cytotox, COUP-TFII inh, CF NFkB inh, TWEAK Fn14 block, C8 TRAIL sens
CC(C)NC(=O)NC(=O)COC(=O)Cc1c(F)cccc1Cl
 : -1, 8, 3, -5, 5, -4, 7, 2, 3, 2, -5
Cn1c(SCc2nc(-c3ccc(Br)cc3)no2)nnc1-c1ccco1
 : 5, 8, 3, -5, -24, 10, -13, 3, -21, 1, -2
O=C1CC(NCCc2ccccc2)C(=O)N1CCc1ccccc1 (stereo unspecified)
 : -1, -8, 3, 11, -4, 0, 2, -1, 3, 1, -2
C#CCOCCOCCOCCNc1nc(N2CCN(C(=O)CCCCCCCCCCNC(=O)[C@H]([C@@H](C)CC)n3cc(CCCCN=C(N)N)nn3)CC2)nc(N2CCN(C(=O)CCCCCCCCCCNC(=O)[C@@H]([C@H](C)O)n3cc(C)nn3)CC2)n1
 : 9, 38, -5, -11, 3, 6, 10, /, 7, -30, -1
C=CCn1c(SCc2ccccc2C#N)nnc1-c1cc(Br)ccc1O
 : 0, 8, 15, 18, 6, 22, -2, -6, -6, 21, 1
CC(C)CC(=O)NS(=O)(=O)c1ccc(NC(=O)c2ccco2)cc1
 : -27, -15, -6, -2, -10, 12, 7, /, 10, 12, -6
COc1ccc(N2C(=S)NC(C)(C)CC2(C)c2ccc(OC(C)=O)cc2OC(C)=O)cc1 (stereo unspecified)
 : 24, 4, 6, 12, 1, 15, 4, 0, 19, -9, -7
O=C(NCCNCc1ccccn1)c1ccco1
 : -5, -16, -8, 21, -3, -25, -1, -19, -8, -18, 7
CCc1nn(C(C)C(=O)NCCc2ccccc2)c(=O)c2cc3occc3n12 (stereo unspecified)
 : -13, -11, 6, 9, -5, 18, -8, 9, 3, -3, -41
CCCCCOC(=O)Nc1ccc(S(=O)(=O)Nc2cccc([N+](=O)[O-])c2)cc1
 : 26, 44, -1, -14, 2, -5, -1, 26, 22, 21, 7
CC(C)CN1C(=O)C(=O)N(CC(=O)c2ccc3c(c2)CCCC3)C1=O
 : -11, -2, -33, 4, 1, 15, -1, -30, 24, -21, -34
CCOC(=O)COc1cccc2c(=O)n(CC(=O)NCc3ccc(F)cc3)ccc12
 : -8, 38, -6, 14, 11, -4, -2, -72, 15, -29, 21
COc1ccc(C2=CC(=O)C[C@H](c3ccc(F)cc3)C2)c(OC)c1
 : -5, -25, -7, -2, 3, -11, -8, -4, 18, -9, 4
COc1ccccc1OCC(=O)Nc1ccc(N2CCCCC2)cc1
 : -8, 37, -4, -7, -2, 11, 4, 22, 6, 1, 0
CC(/C=N/Nc1nnc(C)c(=O)[nH]1)=C\c1ccccc1
 : -17, 7, -55, -48, -40, -54, -5, -36, 2, 20, 5

Next part:
The line under a structure holds: TROY signal inh, Shn3 3UTR inh, SRC1 inh, LRH-1 inv ag, LMP1 NFkB inh, SRC3 inh, KKLEB cytotox, COUP-TFII inh, CF NFkB inh, TWEAK Fn14 block, C8 TRAIL sens
COc1ccc(NC(=O)CSc2nccn2-c2ccccc2)cc1
 : -22, -17, -31, -34, -5, -31, 4, -8, -6, 8, -7
CCSc1ccccc1C(=O)N1CCC2(CC1)CC(=O)c1ccccc1O2
 : 21, 20, 11, 12, 30, 14, -5, -2, 17, -25, 11
O=C(NCCCN1CCOCC1)C(=O)N/N=C/c1ccccc1O
 : -6, -25, -1, -7, 5, 9, 4, 14, -8, -6, 10
Cc1[nH]nc2cn[nH]c12
 : -1, -5, -24, -30, -7, 17, -11, -4, 14, 29, 2
Cc1cnc(NC(=O)COc2ccccc2Cl)s1
 : 59*, 63, -29, -75, 66*, -12, -24, 41*, -3, 96*, 77*
CC1CCCCC1NC(=O)C1CCCN(S(=O)(=O)c2ccc(-n3cnnn3)cc2)C1 (stereo unspecified)
 : 10, -4, 4, 11, -7, -11, -2, -9, -5, 4, -4
N#Cc1ccc(C(=O)OCC(=O)Nc2ccc(S(N)(=O)=O)cc2)cc1
 : -4, -6, -4, 0, -4, 16, 4, 2, -21, 8, -12
COc1ccc(/C=C/C(=O)Nc2nc(N)n(-c3ccccc3)n2)cc1
 : 15, 8, -16, 3, 5, 12, 9, 2, -14, -1, 1
CCOC(=O)N1CCN(C(=O)COc2cc(C)c(Cl)c(C)c2)CC1
 : -2, 10, 1, 15, -27, 11, 6, -9, -2, 13, -7
COc1ccc(C(=O)CN2C(=O)NC3(CCCc4ccccc43)C2=O)cc1OC (stereo unspecified)
 : -2, -14, 1, 7, 0, 5, 0, 6, 14, -2, -3
CCOc1ccc(N2C(=O)CC(NCC#N)C2=O)cc1 (stereo unspecified)
 : -3, 5, -29, -9, 5, -3, 3, 0, 5, -14, 15
Nc1ncnc(Nc2cc(C(F)(F)F)cc(C(F)(F)F)c2)n1
 : 21, 10, 5, -13, 3, 30, -11, -4, 22, 7, 7
C=CCc1cc(Cl)ccc1OCCCNC(C)C
 : -24, -10, 5, 8, -2, 11, -6, 7, -5, -13, 6
COc1ccc(S(=O)(=O)N2CCC(CN3C(=O)c4cccc5cccc(c45)C3=O)CC2)cc1
 : -4, 28, -16, 19, 4, 14, -5, 14, -10, -7, -3
COC(=O)CCCC(=O)N1CCC(n2nccc2NC(=O)CCOc2ccccc2)CC1
 : -32, -13, -19, -22, 3, -12, -9, -16, 8, -2, 3

Going on with the list.
The line under a structure holds: TROY signal inh, Shn3 3UTR inh, SRC1 inh, LRH-1 inv ag, LMP1 NFkB inh, SRC3 inh, KKLEB cytotox, COUP-TFII inh, CF NFkB inh, TWEAK Fn14 block, C8 TRAIL sens
CC(C)c1ccc(OCC(=O)N2CCc3ccccc3C2)cc1
 : -25, -44, -5, 12, -22, -2, -7, -7, -16, -15, 11
CCOC(=O)N1CCc2c(sc(NC(C)=O)c2C(N)=O)C1
 : 2, 1, 3, 0, 6, -38, 8, 3, -12, 19, 6
[O-][n+]1ccccc1SC/C=C/c1ccccc1
 : -23, -33, -23, -22, 3, -11, 1, -27, -13, -9, -7
CCCCCCCN1C/C=C\C(c2ccc(OC)cc2)N(Cc2ccc(F)cc2)C(=O)[C@H]1Cc1ccccc1 (stereo partly specified)
 : -20, 20, -5, -5, 0, 3, 6, /, 0, 6, -2
CC(=O)Nc1ccc(NC(=O)C(C)OC(=O)c2ccccc2NS(=O)(=O)c2cccs2)cc1 (stereo unspecified)
 : -8, -5, 7, 0, -1, -8, -4, -10, 7, 14, -12

In the list so far, 7 have a Cl atom.
The line under a structure holds: TROY signal inh, Shn3 3UTR inh, SRC1 inh, LRH-1 inv ag, LMP1 NFkB inh, SRC3 inh, KKLEB cytotox, COUP-TFII inh, CF NFkB inh, TWEAK Fn14 block, C8 TRAIL sens
CC(=O)Oc1ccc(-c2ccc(C(=O)OCC(=O)N(C)CC(=O)Nc3ccccc3Cl)cc2)cc1
 : -22, 21, -2, 14, -14, 4, -44, 9, 52*, -15, -6
CC(C(=O)N1CCCCCC1)N(c1ccc(Cl)cc1)S(C)(=O)=O (stereo unspecified)
 : 2, 18, -2, -3, -13, -17, 7, 2, -9, 1, 6
CC1(C(=O)N/N=C/c2ccccc2)CC1(Cl)Cl (stereo unspecified)
 : -14, -40, -1, -12, -2, -24, 0, -22, -4, 1, -18
CC(C)NC(=O)NC(=O)COC(=O)Cc1c(F)cccc1Cl
 : -1, 8, 3, -5, 5, -4, 7, 2, 3, 2, -5
Cc1cnc(NC(=O)COc2ccccc2Cl)s1
 : 59*, 63, -29, -75, 66*, -12, -24, 41*, -3, 96*, 77*
CCOC(=O)N1CCN(C(=O)COc2cc(C)c(Cl)c(C)c2)CC1
 : -2, 10, 1, 15, -27, 11, 6, -9, -2, 13, -7
C=CCc1cc(Cl)ccc1OCCCNC(C)C
 : -24, -10, 5, 8, -2, 11, -6, 7, -5, -13, 6
